Screens (PubChem BioAssay)
GPR55 activation = selective activators of receptor GPR55 – imaging, U2OS cells, beta-arrestin-GFP redistribution, primary screen (AID 1961); U2OS GPR55 beta-arrestin-GFP redistribution imaging; higher % means a stronger effect; one-dose activation, % at 10 µM; EC50 in µM for titrated hits; 290,000 compounds, 0.048% hits;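 active = activation above 40% with more than 50 cells counted in the well; inconclusive = wells holding fewer than 50 cells, flagged as toxic or sparse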;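 note: U2OS osteosarcoma cells stably expressing GPR55 and beta-arrestin-GFP; plate controls were DMSO negative control for no effect and LPI positive control for full effect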
HEK293 NOD2/NF-kB = NOD2 signaling inhibitors, cell-based, luminescence, uHTS, HEK293 (AID 1566) | HEK293 NOD2/NF-kB luciferase reporter, luminescence; higher % means a stronger effect | inhibition, % at 4 µM; hits with a dose series show EC50 in µM | 290,000 compounds, 0.63% hits; note: many of its hits are not listed in these tables
GPR55 LPI antagonism = GPR55 antagonists blocking LPI-driven arrestin recruitment, primary screen, imaging, U2OS, beta-arrestin-GFP, LPI agonist (AID 2013) | inhibition, % at 10 µM, or IC50 in µM where a hit was titrated | U2OS GPR55 beta-arrestin-GFP translocation imaging, LPI antagonism; higher % means a stronger effect | 290,000 compounds, 0.13% hits;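 active = spots per cell inhibited over 60%, with over 100 cells counted and total cytoplasm intensity under 500,000; inconclusive = wells with under 100 cells, flagged as likely toxic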;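 note: U2OS cells stably carrying GPR55 and arrestin-GFP stimulated by 5 µM LPI near EC80; imaged beta-arrestin-GFP aggregate spots per cell after agonist stimulation; plate controls were LPI-stimulated DMSO wells for no effect and DMSO wells without LPI for full effect; some results filed as inactive read as strong as hits; confirmed hits need IC50 under 10 µM and bright autofluorescent wells are also inconclusive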
Myeloid diff MLP = compounds promoting myeloid differentiation; ER-HoxA9 myeloid progenitors, lysozyme-GFP differentiation, flow cytometry; calls only at 10 µM; 360,000 compounds, 1% hits; AID 624256;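 active = normalized GFP-positive differentiation at or above the plate's own cutoff, the solvent-only control mean plus 3 SD; inconclusive = no clear call, values can overlap the other calls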;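 note: cells exposed to compound for four days before flow analysis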
KOR beta-arrestin-1 = KOR antagonists, beta-arrestin recruitment, cell-based, luminescence, uHTS (AID 1778). KOR beta-arrestin recruitment, luminescence, antagonist mode; higher % means a stronger effect. one-dose inhibition, % at 10 µM; IC50 in µM for titrated hits. 290,000 compounds, 0.091% hits; note: strong numbers were not always called active
KOR beta-arrestin-2 = KOR agonists, beta-arrestin recruitment, primary screen, cell-based, luminescence, uHTS (AID 1777); 280,000 compounds, 0.02% hits; KOR beta-arrestin recruitment, luminescence; higher % means a stronger effect; one-dose activation, % at 10 µM; EC50 in µM for titrated hits; in the data active = activation above about 50%, passing the limit was not always enough; note: a part of the inactive calls stands beside numbers as strong as those of hits
GPR35 antagonists = inhibition of zaprinast-stimulated GPR35 beta-arrestin translocation – imaging, U2OS, beta-arrestin-GFP, zaprinast agonist, primary screen (AID 2058); one-dose inhibition, % at 10 µM; IC50 in µM for titrated hits; 290,000 compounds, 0.052% hits; U2OS GPR35 beta-arrestin-GFP translocation imaging, zaprinast antagonism; higher % means a stronger effect;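 active = inhibition of at least 50% with at least 30 cells and total cytoplasm GFP at most 10,000,000; inconclusive = under 30 cells or total GFP of 10,000,000 plus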
NOD1 NF-kB reporter = NOD1 signaling inhibitors, primary screen, cell-based, luminescence, uHTS (AID 1578) | NOD1-driven NF-kB luciferase reporter cells, luminescence; higher % means a stronger effect | one-dose inhibition, % at 4 µM; EC50 in µM for titrated hits | 290,000 compounds, 1% hits; in the data active = inhibition mostly above about 36%, no sharp cut-off; inactive = mostly below about 34%;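 note: HEK-293T reporter cells stimulated with the NOD1 agonist gamma-tri-DAP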
HIV peptide binding = inhibitors of HIV fusion peptide binding, primary screen, biochemical, uHTS, fluorescence dequenching (AID 1986); cell-free peptide binding, fluorescence dequenching, 30 min; higher % means a stronger effect; 290,000 compounds, 0.3% hits; inhibition, % at 20 µM; hits with a dose series show IC50 in µM; in the data active = inhibition mostly above about 52%, no sharp cut-off; inactive = mostly below about 76%; note: some results filed as inactive read as strong as hits
Myeloid diff MLP GFP+ MAC1+ % = recorded beside Myeloid diff MLP, whose call it bears; GFP+ MAC1+ double positive, %; measured here: differentiation confirmed by MAC1 staining
The depositor's hits bear a star; i = inactive; ? = inconclusive; nt = no result given; [ ] = another dose, or the depositor's remark. Cut-off read from the data, not from the text of the source, unless noted: active = inhibition above about 50%; inactive = the rest. These rows are one share of the data (hit frequency here may not be typical).

Below each compound: HIV peptide binding | NOD1 NF-kB reporter | KOR beta-arrestin-1 | Myeloid diff MLP GFP+ MAC1+ % | GPR55 LPI antagonism | HEK293 NOD2/NF-kB | KOR beta-arrestin-2 | GPR55 activation | GPR35 antagonists | Myeloid diff MLP
NC1=NC(=O)C2(COC(c3ccncc3)OC2)S1 (centres undefined)
  0.9% | -31% | -4% | 0.1 | 4% | 10% | -4.6% | 1.1% | -10% | i
Cc1oc(-c2ccccc2)cc1C(N)=O
  4.0% | -32% | -4% | 0.7 | -1% | -3% | -4.6% | 0.0% | 2% | i
O=C(NC(=S)Nc1cccc2cc(O)ccc12)c1ccco1
  1.6% | 14% | 5% | 0.8 | 8% | -8% | -4.9% | -0.1% | 10% | i
CN(C)Cc1cc(O)c(CN(C)C)cc1O
  12% | -14% | 14% | 0.4 | 13% | -15% | -1.9% | 0.2% | 4% | i
C#CCSc1nnc(-c2ccc(OC)cc2)o1
  -0.7% | -56% | -11% | nt | 9% | -32% | -7.5% | -0.1% | -6% | ?
CS(=O)(=O)N1CCc2cc(C(=O)Nc3ccccc3)ccc21
  0.8% | -49% | -36%[20 µM] | 0.3 | 8% | -33% | nt | 0.2% | -6% | i
Cc1cc(C)c2cc(CN(CCN3CCCC3)C(=O)Nc3ccc(F)cc3)c(=O)[nH]c2c1
  -1.1% | 8% | 14% | 1.2 | 5% | 5% | -4.6% | -0.1% | 5% | i
CC(C)c1ccc(OCC(=O)NCc2ccco2)cc1
  -1.8% | -29% | 25% | 0.4 | 15% | -21% | -1.9% | 2.1% | -4% | i
Cc1ccc(Cl)cc1N(C(=O)c1csnn1)C(C(=O)NC1CCCC1)c1ccco1 (centres undefined)
  -0.1% | -17% | -11% | 0.2 | 14% | -5% | -2.6% | -0.2% | 12% | i
Cc1ccc(CSCC(=O)N2CCN(c3ccccc3)CC2)cc1
  -2.2% | -10% | 18% | 0.6 | 1% | -11% | 1.3% | -0.4% | 15% | i
N#C/C(=C\c1ccco1)C(=O)Nc1cccc2ncccc12
  1.5% | 9% | 2% | 0.2 | -2% | 6% | -4.6% | 0.2% | 8% | i
CN(C)Cc1c(C(=O)N/N=C/c2cccnc2)nnn1-c1nonc1N
  -0.4% | -23% | -8% | 0.7 | 8% | 3% | 5.1% | -0.2% | 21% | i
Cc1ccc(/C=C/C(=O)N2CCN(c3ncccn3)CC2)o1
  6.6% | -15% | -10% | 0.7 | -8% | -2% | 2.8% | -0.2% | 13% | i
COc1cccc(OC)c1C(=O)Nc1ccc(C(=O)NCc2ccccc2)cc1
  1.7% | -24% | 0% | 2.8 | 8% | -2% | -0.7% | -0.1% | -4% | i
Fc1ccccc1CN1CCC(Cc2ccccc2)CC1
  0.5% | 5% | -19%[20 µM] | 0.3 | -6% | -16% | 0.9% | 0.1% | -2% | i
CC(C)=CC(=O)N1CCCC(N2CCN(c3ccc(F)cc3)CC2)C1 (centres undefined)
  -0.5% | -10% | -33%[20 µM] | 0.7 | -12% | -2% | -0.7% | 0.8% | -7% | i
CCOc1cc(/C=N/NC(=O)c2ccc(N(C)S(=O)(=O)c3ccccc3)cc2)ccc1OC
  -0.4% | -20% | 17% | 2.2 | -7% | 12% | -3.3% | nt | -19% | i
COc1cccc(/C=C2\N=C3CCCCCN3C2=O)c1
  -0.8% | -45% | -24% | 0.8 | -12% | -5% | 18% | -0.1% | -10% | i
Cc1cccc(-n2c(=O)c(C#N)cc3c(=O)n4ccccc4nc32)c1
  1.2% | 11% | 1% | 0.5 | 9% | 8% | -7.6% | 0.3% | -19% | i
O=C(CCCn1c(=O)c2ccccc2n(CC(=O)NCc2ccco2)c1=O)NCc1ccco1
  3.3% | -24% | 38% | 1.1 | -3% | -2% | -8.1% | 0.0% | -8% | i
Cc1ccccc1NC(=O)CCN1CCCC1
  1.3% | -29% | -13%[20 µM] | 0.6 | 7% | 8% | nt | -0.1% | 19% | i
COc1ccc(/C=N/NC(=O)CCc2n[nH]c(=O)[nH]c2=O)cc1O
  3.1% | -5% | -25% | 0.5 | 0% | 6% | -4.3% | 0.6% | -2% | i
CC1(C)Cc2ccccc2C(N/N=C/c2ccc([N+](=O)[O-])cc2)=N1
  -0.2% | -18% | 39% | 0.5 | 7% | -8% | -4.1% | -0.4% | -16% | i
Cc1cc(C)n(C(N)=NC(=O)c2ccc([N+](=O)[O-])cc2)n1
  0.6% | -10% | 11% | nt | -3% | -102% | 9.6% | 0.1% | 14% | nt
O=C(NC1CCCCC1)c1cccc(Cn2cc(Cl)cn2)c1
  0.8% | -19% | -1% | 0.5 | -8% | -19% | -2.0% | -0.1% | 2% | i
COCCn1c(CN(Cc2ccccc2)Cc2ccccc2)nc2c1c(=O)n(C)c(=O)n2C
  -3.6% | 22% | -53% | 1.9 | -4% | 2% | 9.5% | -0.2% | -5% | i
COc1ccccc1CC(=O)N1CCN(c2cccc(Cl)c2)CC1
  0.8% | -19% | -19%[20 µM] | 0.5 | 0% | 5% | -3.5% | -0.1% | 25% | i
CCOC(=O)C1CCCN(C(=O)c2cc3cc(Br)ccc3oc2=O)C1 (centres undefined)
  0.7% | 0% | -36% | 0.7 | 0% | 3% | 2.0% | -0.5% | 9% | i
Cc1oc2c(CN3CCCC3)c(O)ccc2c(=O)c1-c1ccc(Br)cc1
  1.5% | -11% | 18% | 7.1 | 6% | -1% | -4.5% | -0.1% | 7% | i
CC(=O)Nc1nc(S(=O)(=O)c2ccc(C)cc2)c(Cl)s1
  2.4% | -4% | 18% | 0.0 | 14% | -4% | -5.8% | -0.1% | -1% | i
CN(CCc1cnn(C)c1)C(=O)CCc1nnc(CCCc2ccccc2)o1
  0.7% | -46% | -11%[20 µM] | 0.1 | 9% | -38% | nt | 0.2% | -1% | i
Cn1c(=O)[nH]c(=O)c2c1nc(CN1CCOCC1)n2Cc1ccc(F)cc1
  2.9% | -8% | -25% | 1.5 | 15% | -6% | -2.7% | 0.7% | 3% | i
Cc1ccc(O)c(-n2nc3ccccc3n2)c1
  0.8% | -62% | -31% | 1.0 | -6% | -50% | 1.3% | -0.1% | 3% | i
Cc1cc(C)cc(C(=O)Nc2c3c(nn2C(C)(C)C)CS(=O)(=O)C3)c1
  -0.9% | 0% | -5% | 2.2 | -3% | 4% | -1.6% | -0.3% | 16% | i
Cc1ccc(S(=O)(=O)Nc2ccccc2C(=O)NCc2cccnc2)cc1
  0.7% | -23% | -7% | nt | 4% | 0% | -0.2% | -0.2% | 10% | nt
CC1=CCC(Cc2nc3ccccc3o2)C1(C)C (centres undefined)
  -0.5% | -7% | -8% | 1.1 | 7% | -3% | 3.4% | 0.0% | 9% | i
O=C(CN1C(=O)c2cccc3cccc1c23)NCC1CCCO1 (centres undefined)
  2.6% | -9% | -11% | 0.9 | 3% | -10% | -2.6% | 0.8% | -2% | i
CC(C)(C)NC(=O)C(=O)NN=C1CCCCCCCCCCC1
  1.8% | 11% | -15% | 0.5 | -10% | -4% | 3.0% | 0.2% | 19% | i
CN(C)c1ccc(C(=O)OCc2ccccc2)cc1
  -0.1% | -28% | 6% | 1.0 | 3% | -7% | 6.4% | 0.3% | 10% | i
Cc1cc(OC(=O)c2ccc(F)cc2)c([N+](=O)[O-])c(=O)[nH]1
  0.3% | -3% | 7% | 0.0 | -1% | 5% | -1.6% | -0.2% | 2% | i
CC(C)c1nnc(NC(=O)CCC(=O)NCc2ccc(F)cc2)s1
  1.4% | -14% | 6% | 1.9 | 11% | 18% | 8.2% | -0.2% | -10% | i
COc1cc2c(c(O)c1OC)C(=O)C(OC)CCC2 (centres undefined)
  4.5% | nt | -22% | 0.1 | 8% | -1% | 2.2% | -0.3% | 16% | i
Nc1nc(NC(=O)CCCC(=O)O)nn1-c1ccccc1
  1.3% | 3% | 30% | 0.3 | 15% | 14% | -4.1% | 0.0% | 15% | i
Cn1c(=S)[nH]c2scc(-c3cccs3)c2c1=O
  2.6% | -28% | -2% | 0.8 | 11% | 3% | -1.9% | 0.2% | -7% | i
NS(=O)(=O)c1ccc(NC(=S)NCc2cccs2)cc1
  -0.6% | -42% | -8%[20 µM] | 0.2 | -7% | 2% | -8.1% | 0.2% | -14% | i
COc1cc(NC(=O)[C@H]2CSCN2C(=O)[C@@H]2CCC(=O)N2)cc(OC)c1OC
  -1.8% | 19% | 15% | 0.4 | -20% | 0% | -7.5% | -0.1% | 11% | i
COc1ccc(C(=O)NC(=S)N2CCN(c3ccccc3OC)CC2)cc1
  0.3% | -15% | -16% | nt | -3% | 14% | -0.1% | nt | -16% | ?
COc1cc(CN2CCNC(=O)C2CC(=O)N(C)CCN2CCOCC2)cc(OC)c1 (centres undefined)
  -0.4% | -18% | 17% | 1.9 | 7% | 8% | -0.6% | -0.2% | 9% | i
c1ccc(CSc2ccc(-c3ccco3)nn2)cc1
  4.9% | -31% | 16% | 0.4 | 0% | -78% | 0.5% | 0.2% | -3% | i
Cc1cc(C(=O)N/N=C/c2cccnc2)cs1
  3.5% | -25% | -10% | 0.5 | 0% | -1% | 1.1% | -0.5% | -4% | i
O=C(c1ccccc1)N1N=C(c2ccccc2O)CC1c1ccc(Br)cc1 (centres undefined)
  -0.7% | 6% | -3% | 0.7 | 3% | -1% | -3.3% | 0.0% | 15% | i
CCOC(=O)c1nn(-c2ccc(F)cc2)c2nc(CC(C)C)c(C#N)c(=O)n12
  0.7% | -28% | -26% | 1.9 | 3% | 10% | -0.8% | -0.3% | -2% | i
Cc1ccc(C)c(S(=O)(=O)Nc2ccc3scnc3c2)c1
  -1.2% | 15% | 6% | 1.5 | -15% | -18% | 1.5% | -0.3% | -11% | i
C=CCN1CN(S(=O)(=O)c2cccc(Cl)c2)c2nc3ccccc3nc21
  2.5% | 7% | -14% | 2.0 | -9% | 12% | 1.0% | 0.7% | -20% | i
CC(NC(=O)c1ccccc1F)c1nnc(SCC(=O)NC2=NCCS2)n1C (centres undefined)
  2.4% | -1% | 5% | 2.6 | 2% | 11% | 2.5% | 0.0% | -11% | i
Nc1[nH]c(N=NC(=O)c2ccccc2O)c2ccccc12
  -0.1% | -53% | -26% | 0.7 | 2% | -75% | -2.6% | 0.5% | 5% | i
O=C(Nc1cccc(-c2nc3cccnc3s2)c1)C1c2ccccc2Oc2ccccc21
  -1.1% | -27% | -8% | 2.5 | 14% | 7% | 0.6% | 1.8% | 0% | i
